MPTP block: mitochondrial permeability transition pore inhibitors, primary screen, biochemical, isolated mouse mitochondria, absorbance | inhibition, % at 10 µM | Ca2+ swelling absorbance, 30 min | 1.4% of 360,000 active;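 active = inhibition of 50% or more, scaled per plate between neutral and stimulator controls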;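 also: 0% = DMSO wells given calcium and 100% = 1 mM EGTA wells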
ATG4B inh: ATG4B protease inhibitors, primary screen, biochemical, fluorescence, uHTS; AID 504462, 2011; inhibition, % at 8.33 µM; 0.51% of 340,000 active; ATG4B cleavage of LC3-PLA2, NBD-HPC fluorescence, 1 h; Cysteine protease ATG4B (Homo sapiens), Q9Y4P1; in the data active = inhibition above about 40%
SENP6 block: SENP6 protease inhibitors, primary screen, biochemical, luminescence, uHTS | Recombinant SENP6 catalytic domain, aminoluciferin luminescence | inhibition, % at 10 µM | 1.8% of 330,000 active | AID 2599, 2010;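 active = inhibition above about 50% at the single tested dose, limit read from the data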;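 also: plate controls were DMSO wells with enzyme for no effect and DMSO wells lacking enzyme for full effect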
Target sequence (Q9GZR1 628-1112 limits assumed): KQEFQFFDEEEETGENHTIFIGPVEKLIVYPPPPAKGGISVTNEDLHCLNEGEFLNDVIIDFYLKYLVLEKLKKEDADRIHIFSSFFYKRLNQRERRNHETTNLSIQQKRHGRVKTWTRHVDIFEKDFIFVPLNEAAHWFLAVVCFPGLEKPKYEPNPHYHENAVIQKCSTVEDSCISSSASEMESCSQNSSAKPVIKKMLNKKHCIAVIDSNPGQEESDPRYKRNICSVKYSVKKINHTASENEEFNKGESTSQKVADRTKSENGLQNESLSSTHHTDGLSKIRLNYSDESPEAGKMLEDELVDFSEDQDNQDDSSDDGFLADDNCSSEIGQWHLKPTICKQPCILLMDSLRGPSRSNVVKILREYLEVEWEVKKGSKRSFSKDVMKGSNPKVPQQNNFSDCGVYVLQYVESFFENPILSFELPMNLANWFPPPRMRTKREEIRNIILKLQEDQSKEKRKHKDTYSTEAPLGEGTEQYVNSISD
PfGluPho inh: PfG6PD enzyme inhibitors, primary screen, biochemical, fluorescence intensity, uHTS. PfGluPho enzyme, NADPH resazurin-diaphorase fluorescence. inhibition, % at 20 µM. 0.78% of 350,000 active. AID 504690, 2011;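 active = inhibition reaching at least a set limit at 20 µM in the primary screen, cut at about 59% in these data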;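 also: 0% = DMSO wells with substrate and 100% = DMSO wells lacking glucose-6-phosphate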
SENP1 inh: human SENP1 catalytic domain inhibitors, primary screen, biochemical, FRET, uHTS | Sentrin-specific protease 1 (Homo sapiens), Q9P0U3 | inhibition, % at 10 µM | recombinant SENP1 catalytic domain, CyPet-SUMO1-YPet FRET cleavage | 0.21% of 360,000 active;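 active = inhibition at least 30% at 10 µM, raw YFP signal under a set limit, fluorescence ratio 0.5 to 1.5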;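 also: 0% = enzyme with DMSO and 100% = no enzyme wells; some results filed as inactive read as strong as hits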
Target sequence (Q9P0U3 419-644 limits assumed): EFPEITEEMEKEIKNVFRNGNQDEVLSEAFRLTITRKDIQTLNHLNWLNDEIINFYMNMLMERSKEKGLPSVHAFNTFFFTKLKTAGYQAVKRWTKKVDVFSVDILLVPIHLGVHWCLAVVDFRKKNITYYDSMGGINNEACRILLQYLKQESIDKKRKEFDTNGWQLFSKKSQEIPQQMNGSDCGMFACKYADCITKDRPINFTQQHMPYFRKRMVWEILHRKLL
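Test system: hSENP1 catalytic domain, recombinant; Amount: 20 pM final SENP1 enzyme; Medium: Tris pH 8 buffer plus EDTA, NaCl, BME, BSA, NP40, catalase; Schedule: 50 min enzyme reaction, room temperature, light-protected; Technique: FRET fluorescence in CFP and YFP emission channels; Controls: no-enzyme wells low, DMSO-plus-enzyme wells high control.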
hIAP act: human IAP activators, primary screen, biochemical, luminescence, uHTS. Intestinal-type alkaline phosphatase (Homo sapiens), P09923. purified human IAP, CDP-Star luminescence, 30 min; active compounds read high; 1 = vehicle-only enzyme, 0 = enzyme-free background. activation factor at 10 µM. 0.16% of 330,000 active. AID 2524, 2010;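 active = activation factor of the enzyme at least 2-fold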; also: the source names both 10 and 20 µM as test concentration; values of inactives mirror those of a sister screen read the other way
NR3A LBD binder: binders of NR3A ligand-binding domain, primary screen, biophysical, differential scanning fluorimetry, uHTS; 2.5% of 340,000 active; Glutamate receptor ionotropic, NMDA 3A (GRIN3A) ligand-binding domain; Tm shift relative to glycine control, % at 25 µM; AID 1259313, 2017; NR3A LBD differential scanning fluorimetry, Tm shift; 0% = protein alone, 100% = glycine-bound protein;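 active = melting temperature shift of at least 10% of the positive control shift, at one fixed dose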
SENP8 inh: human SENP8 protease inhibitors, primary screen, biochemical, fluorescence, Nedd8 protein substrate, uHTS. recombinant SENP8. inhibition, % at 20 µM. 0.64% of 360,000 active; in the data active = inhibition mostly above about 40%, no sharp cut-off; inactive = mostly below about 27%
Target sequence (Q96LD8 whole entry, looked up): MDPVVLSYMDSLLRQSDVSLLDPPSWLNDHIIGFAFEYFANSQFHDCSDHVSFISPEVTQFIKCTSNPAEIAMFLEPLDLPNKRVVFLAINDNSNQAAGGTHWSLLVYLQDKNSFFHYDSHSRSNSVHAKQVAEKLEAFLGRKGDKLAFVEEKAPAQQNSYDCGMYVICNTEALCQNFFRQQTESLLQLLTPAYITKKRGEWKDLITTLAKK
The depositor's hits bear a star; / = no result given.

SMILES	MPTP block	ATG4B inh	SENP6 block	PfGluPho inh	SENP1 inh	hIAP act	NR3A LBD binder	SENP8 inh
Cc1c(C#N)c(NC(=O)CCl)n(Cc2cccs2)c1C	0.7	-6	2	12	-8	0.95	-1	0
COCCSc1nnc(NS(=O)(=O)c2ccc(C)cc2)s1	-1.2	-18	-29	3	0	0.92	1	7
CC(C)n1c(SCC(=O)Nc2nncs2)nnc1C1CC1	-0.2	-6	0	2	0	0.91	0	2
CN1CCN(S(=O)(=O)c2cccc(C(=O)N3CCN(c4ccccc4F)CC3)c2)CC1	-0.6	-3	-2	3	2	0.91	-1	3
COc1ccc(NC(=O)N(C)C[C@@H]2OCc3cnnn3CCCC(=O)N([C@H](C)CO)C[C@@H]2C)c(OC)c1	-0.7	/	/	-2	3	/	/	12
Cc1cccc(NC(=O)CSc2cc(C)c(C#N)c3nc4ccccc4n23)c1	85*	2	-28	14	-36	0.98	13*	-386
O=C(NC1CC2CCCC(C1)N2S(=O)(=O)c1ccccc1)c1ccco1 (configuration not stated)	-1.5	-9	-23	-7	2	1.1	-3	13
CC(CCc1ccccc1)NC(=O)Cc1ccc(Br)cc1 (configuration not stated)	2.2	6	-39	-6	2	0.93	1	6
CCOC(=O)N1CCC(NC(=O)CCC(=O)N2CC(C)Oc3ccccc32)CC1 (configuration not stated)	-2.1	-2	-3	-5	2	1.1	1	-2
CCOc1ccccc1N1C(=O)c2ccc(C(=O)Nc3cccnc3)cc2C1=O	0.5	-12	-11	11	0	0.94	0	17
Cc1nc2c(C(=O)NCc3ccc4c(c3)OCO4)cnn2c(C)c1Cc1ccc(F)cc1Cl	0.4	-3	-2	3	-1	0.84	-1	-305
O=C(COC(=O)c1c2ccccc2cc2ccccc12)Nc1ncc(C(F)(F)F)cc1Cl	6.7	-8	-12	-1	-43	0.98	6	-274
CCOC(=O)N1CCN(C(=O)CCN2C(=O)/C(=C\c3cccc(OC)c3)SC2=S)CC1	0.6	-7	6	5	0	0.9	-1	14
COc1ccc(Cl)cc1NC(=O)CCN1C(=O)C2C3C=CC(C4CC34)C2C1=O (configuration not stated)	0.2	-3	-4	2	2	1.2	-1	1
Cc1cccc2sc(NC(=O)CSc3nc4ccccc4o3)nc12	70*	-3	4	-14	2	0.92	6	14
O=C1NC[C@H](Cc2ccccc2)N(C[C@H]2CCCN2C[C@H](Cc2ccccc2)N2C[C@H](Cc3ccccc3)N(CC3CCCCCC3)C(=O)C2=O)C1=O	-0.6	/	/	-17	2	/	3	11
O=C(NCc1ccc(F)cc1)c1cnccn1	-0.8	2	2	-13	2	0.9	2	16
C=CC[n+]1c(/C=C/c2ccc(OC(C)=O)c(OC)c2)ccc2ccccc21	26	9	5	7	4	0.85	-13	-15
Cc1cccc(NC(=O)CN2CCN(C(=O)c3cncn3-c3ccc(F)cc3)CC2)c1C	-0.8	-13	-3	-2	1	1	0	2
COC(=O)C(Cc1ccccc1)P(=O)(c1ccccc1)c1ccccc1 (configuration not stated)	0.1	-8	-18	6	-1	1	0	3
CN(C(=O)c1cccc(NC(=O)Cc2ccc(NC(=O)C3CCN(C(=O)CCc4ccccc4)CC3)cc2)c1)C1CC1	1.6	0	/	-2	0	/	-2	4
Cc1ccc(Cl)cc1NC(=O)CC1NCCNC1=O (configuration not stated)	0.4	-5	3	-17	0	1.1	1	8
COc1ccc(NC(=O)Cn2c(=O)sc3ccccc32)c(OC)c1	-0.1	-3	0	-5	-167	1.3	-2	-13
Cc1cc(C)c(C#N)c(Oc2ccc(O)cc2)n1	-1.3	-2	18	0	2	1	2	6
C=C(C)CNC(=S)N/N=C/c1ccco1	0.3	-5	-5	4	2	1.1	-1	27

Results in SENP1 inh, hIAP act and SENP6 block, for 2 of the compounds above:
| structure | SENP1 inh | hIAP act | SENP6 block |
| --- | --- | --- | --- |
| CCOC(=O)N1CCN(C(=O)CCN2C(=O)/C(=C\c3cccc(OC)c3)SC2=S)CC1 | 0 | 0.9 | 6 |
| COCCSc1nnc(NS(=O)(=O)c2ccc(C)cc2)s1 | 0 | 0.92 | -29 |

The list continues:
SMILES	MPTP block	ATG4B inh	SENP6 block	PfGluPho inh	SENP1 inh	hIAP act	NR3A LBD binder	SENP8 inh
Cc1ccc(S(=O)(=O)CC(O)COc2ccc(F)cc2Cl)cc1 (configuration not stated)	0.2	8	10	-1	3	1.1	0	18
CN(CCC#N)C(=O)COC(=O)C1c2ccccc2Oc2ccccc21	-1.6	-5	-13	-3	-8	0.89	-2	8
COc1ccc(-c2ccc(C(=S)N3CCN(C(C)=O)CC3)o2)cc1	0.2	-18	-15	44	-53	1.1	0	-140
O=C1c2ccccc2C(=O)C12OC2c1ccc(Cl)cc1Cl (configuration not stated)	-0.7	-8	/	17	5	/	0	25
CCCn1c(SCC(=O)NC(=O)NC(C)(C)C)n[nH]c1=O	0.4	0	-1	-15	2	0.93	-4	3
O=C1NC(=S)N/C1=C/c1cc([N+](=O)[O-])ccc1O	-3.8	2	-32	39	82	1.1	-3	18
CCC(=O)Nc1cccc(NC(=S)NC(=O)c2ccc(Cl)cc2Cl)c1	4.3	2	2	-6	3	0.89	-7	23
CCC(Sc1nc(C)cc(C)n1)C(=O)Nc1ccc(Cl)cn1 (configuration not stated)	-2.5	-7	-7	6	1	0.83	0	18
COc1ccc(-c2ccc(-c3noc(-c4cccs4)n3)c(OC)n2)cc1	2.6	0	-5	1	-25	1	-3	-402
Cc1ccc(C)c(SCC(=O)Nc2nnc(-c3ccccc3)o2)c1	0.3	0	-6	1	0	1	-4	18
CCN(CC)CCN(C(=O)c1ccc(S(=O)(=O)N2CCCC2)cc1)c1nc2cc(C)cc(C)c2s1	1.0	-10	-6	9	2	0.97	1	7
COc1ccc(S(=O)(=O)NNC(=O)c2cc3ccccc3o2)cc1	0.9	-2	-12	11	2	1.2	-5	23
CCCNC(=O)NC(=O)CSc1ncc(C(F)(F)F)cc1Cl	1.3	1	-9	0	1	0.97	-21	9
Cc1[nH]n2c(=O)cc(C(C)C)nc2c1-c1ccccc1	1.5	-10	-5	-4	3	1.1	2	-292
N#CCCN(CCCN1CCOCC1)CN1C(=O)c2ccccc2C1=O	-2.3	/	/	-15	2	/	/	10
COc1ccc(S(=O)(=O)NNC(=O)C2COc3ccccc3O2)cc1[N+](=O)[O-] (configuration not stated)	0.3	-9	-8	4	-1	1	1	14
O=C(NCc1ccccc1)c1nc2ccccc2s1	6.6	-3	8	4	2	0.74	1	14
Cc1c(C(=O)NC(C)c2ccccn2)oc2c(Cl)cccc12 (configuration not stated)	1.4	-2	-5	0	-1	1.1	-2	6
COc1cccc(N=Nc2ccc3ccccc3c2O)c1	8.8	12	89*	10	8	0.94	-6	12
CCN(Cc1nc(-c2ccc(OC)cc2)no1)C(=O)c1ccoc1C	0.3	-7	-3	4	4	1	-1	0
COc1ccc(CC(=O)NCc2n[nH]c(=S)n2-c2ccccc2)cc1	1.7	0	-13	41	0	0.9	-3	5
CCOc1ccccc1CNCCOC	-0.4	-5	1	-4	-2	0.98	0	28
CCOC(=O)C1CCCN(c2c(NCC3CCCO3)c(=O)c2=O)C1 (configuration not stated)	-1.1	-3	-1	-11	2	0.76	1	7
COc1ccc(CCN2CC(C(=O)N(C)Cc3ccccn3)CCC2=O)cc1 (configuration not stated)	0.2	/	/	1	4	/	/	22
CCCOc1ccc(C(=O)CCC(=O)NNC(=O)Cn2nc(C)cc2C)cc1	-0.6	1	6	-2	2	1.2	1	7
Following part.
SMILES	MPTP block	ATG4B inh	SENP6 block	PfGluPho inh	SENP1 inh	hIAP act	NR3A LBD binder	SENP8 inh
CC[C@@H](C)C(N)c1cn([C@@H](CCC(=O)O)C(=O)N2CCNCC2)nn1 (some centres not stated)	-0.4	2	-6	-11	2	1	3	15
CC(=O)/C=C1\N(C)c2ccc(C)cc2C1(C)C	0.5	-3	-1	3	-2	1.1	-1	-270
COC(=O)Cc1c(C)nc2nc(-c3ccccc3)[nH]n2c1=O	0.5	5	-4	14	1	1.1	-1	26
O=C(Nc1ccccc1)c1ccc[n+](Cc2ccc([N+](=O)[O-])cc2)c1	-0.3	11	1	2	1	0.97	0	10
CC(C)(C)c1ccc(-c2noc(C(=O)NN)n2)cc1	3.4	-11	-6	-19	0	0.99	0	11
CCN1CCc2c(sc(NC(=O)Cc3ccccc3)c2C(N)=O)C1	-2.4	-16	-13	11	-31	0.94	0	-31
CC(O)(Cc1cccnc1)c1cccs1 (configuration not stated)	-1.1	0	/	7	1	/	0	7
CCOc1ccccc1NC(=O)CN(C)S(=O)(=O)c1cccc2nsnc12	1.9	-6	-5	16	1	1.1	2	14
CCN(CC)c1ccc(/C=N/NC(=O)CNC(=O)/C=C/c2ccco2)cc1	0.5	3	-12	-11	-2	1.1	-2	-311
CSc1nsc(SCC(=O)Nc2ccc(Cl)c(C(=O)O)c2)n1	-0.2	0	8	0	0	0.96	1	5
O=c1c2ccccc2nc(SCc2ccncc2)n1CC1CCCO1 (configuration not stated)	-0.4	10	-29	-16	-1	0.9	-1	21
Cc1ccc(C)c(S(=O)(=O)N2CCN(C(C)C(=O)Nc3ccccc3-c3ccccc3)CC2)c1 (configuration not stated)	1.4	19	-6	3	-1	0.88	2	6
CCNC(=S)N(Cc1cc2cccc(C)c2[nH]c1=O)C1CCCC1	1.8	1	4	-15	2	0.94	6	6
CCOc1ccc(OCCCCN2CCCC2)cc1	0.2	-5	-12	1	2	1	-1	42*
COc1ccc2c(CC(=O)OCC(=O)N(C)c3c(N)n(Cc4ccccc4)c(=O)[nH]c3=O)coc2c1	-0.1	-8	/	-14	-4	/	-1	-54
CCc1nnc(NS(=O)(=O)c2ccc(NC(=O)CCC(=O)O)cc2)s1	0.0	-2	2	3	-1	1.1	-2	13
O=C(CSc1nc2ccsc2c(=O)n1Cc1ccc(C(=O)O)cc1)NCc1ccco1	0.1	0	0	-16	1	1	-10	3
Cc1ccc(NC(=O)c2ncn(CC(=O)NCc3nc4ccccc4[nH]3)n2)cc1C	-0.5	1	/	-4	3	/	17*	10
COc1ccc(-c2nc(SC)n(C(=O)c3ccco3)n2)cc1	-2.4	-5	-5	-9	2	1.2	-1	-6
CC1=CC(=C(C#N)c2nc3ccccc3s2)C=C(C)N1c1ccc(F)cc1F	1.2	-7	64*	8	-31	0.81	-5	35
COc1ccc(NCC(=O)n2c(C)c(C)c3ccccc32)cc1OC	2.5	-1	1	15	-2	0.9	0	13
O=Cc1cn(CC(=O)N2CCCCC2)c2ccccc12	-2.5	5	-6	-11	1	1	-3	20
CSC1=NC(C(Cl)(Cl)Cl)N=C(c2ccccc2)N1 (configuration not stated)	0.5	16	-17	-3	3	0.97	-1	1
COc1cc(C(=O)N/N=C/c2ccsc2C)cc(OC)c1OC	0.4	2	-9	-18	0	0.96	1	18
Cc1ccc(NC(=O)CSc2nnc(NC(=O)C3CC3)s2)cc1	-0.8	7	-4	-2	0	1.1	2	5

Retrieved by structure from the list above, two records:
SMILES	MPTP block	ATG4B inh	SENP6 block	PfGluPho inh	SENP1 inh	hIAP act	NR3A LBD binder	SENP8 inh
O=C(CSc1nc2ccsc2c(=O)n1Cc1ccc(C(=O)O)cc1)NCc1ccco1	0.1	0	0	-16	1	1	-10	3
O=c1c2ccccc2nc(SCc2ccncc2)n1CC1CCCO1 (configuration not stated)	-0.4	10	-29	-16	-1	0.9	-1	21

Source: PubChem BioAssay (Sanford-Burnham Center for Chemical Genomics)
